# Bioassay records (PubChem)
# mcGAS RapidFire: mouse cGAS inhibition by mass spec; recombinant mouse cGAS, cGAMP by RapidFire MS; inhibition, % at 12.5 µM; Q8C6L5; 130,000 tested, 0.18% active;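 active means inhibition of cGAS enzyme activity at or above 60%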;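 further: enzyme stimulated by 45 bp dsDNA with ATP and GTP substrates; cGAMP share of summed cGAMP plus half ATP and half GTP signals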
# Target sequence (Q8C6L5 whole entry, looked up): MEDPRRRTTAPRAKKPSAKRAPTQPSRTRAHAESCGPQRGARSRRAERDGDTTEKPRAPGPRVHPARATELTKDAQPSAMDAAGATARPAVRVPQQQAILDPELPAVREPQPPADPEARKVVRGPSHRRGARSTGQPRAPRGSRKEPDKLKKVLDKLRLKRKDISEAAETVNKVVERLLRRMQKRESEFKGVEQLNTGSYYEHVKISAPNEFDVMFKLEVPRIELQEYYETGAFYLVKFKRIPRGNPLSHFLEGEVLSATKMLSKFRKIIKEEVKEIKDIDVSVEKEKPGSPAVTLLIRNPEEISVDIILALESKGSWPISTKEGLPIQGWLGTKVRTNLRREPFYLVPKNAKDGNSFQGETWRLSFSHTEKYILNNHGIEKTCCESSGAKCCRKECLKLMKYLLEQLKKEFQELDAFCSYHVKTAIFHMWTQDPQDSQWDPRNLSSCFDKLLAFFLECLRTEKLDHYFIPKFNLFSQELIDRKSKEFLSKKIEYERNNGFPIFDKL
# * hit, by the source's call; & = joins results of further samples.
SMILES,mcGAS RapidFire
CS(=O)(=O)NNc1ccc(S(N)(=O)=O)cc1[N+](=O)[O-],-4
O=C(NC(c1ccccc1)c1cccnc1)c1csc(=Nc2ccccn2)n1Cc1cccs1 (configuration not stated),-4
COc1ccc(CNC(=O)c2sc3ccccc3c2Cl)cc1OC,1
CC(=O)N1CCN(C(=O)CCNc2cc(C(F)(F)F)ccn2)CC1,-45
CC(C)c1ccccc1OCC1CN(NC(=O)c2ccc(F)cc2)C(=O)O1 (configuration not stated),-5
CSc1ccc(CN2CCC2(C)C(=O)NCc2ccc(C(F)(F)F)cc2)cc1 (configuration not stated),-7
N#Cc1ccc(Cc2cnc(NC(=O)c3ccc(Cl)cc3F)s2)cc1,-5
CCCCCn1nc(C)c(C=NNc2nc(N)ncc2[N+](=O)[O-])c1C,-5
CC(C)CCC(C)NC(=O)C1CCN(S(=O)(=O)c2ccc(F)c(F)c2)CC1 (configuration not stated),-10
Cn1ccnc1CN1CCN(C(=O)c2nccc3ccccc23)CC1,-3
CC1(C)S[C@@H]2[C@H](NC(=O)[C@H](NC(=O)N3CCNC3=O)c3ccccc3)C(=O)N2C1C(=O)O (some centres not stated),-6&-4
CC(C)NC(=S)NNC(=O)C1CC1,2
O=S(=O)(c1ccccc1C(F)(F)F)N1CCC(CO)(Cc2ccccc2Cl)CC1,-10
NC(=O)c1ccc(OCc2nnc(-c3ccccc3C(F)(F)F)o2)cc1,-16
Cc1ccc(NC(=O)C2CCCN2C(=O)C23CC4CC(CC(C4)C2)C3)cc1 (configuration not stated),-4
COc1cc(=O)n(-c2ccccc2)nc1C(=O)N(C)C1CCN(C)CC1,-27
CC(C)(C)c1ccc(C(=O)N2CCC2(C)C(=O)NS(=O)(=O)c2ccc(Cl)s2)cc1 (configuration not stated),-6
CCn1c(CN2CCOCC2)nnc1SCC(=O)c1cn(CC)c2ccccc12,-35
O=C(CN1CCC2(CC1)Nc1ccccc1S(=O)(=O)N2)N1CC=CCC1,-5
O=C(CSc1nncn1-c1ccccc1F)NCCSc1ccccc1,-2
c1ccc(-c2nc3c(o2)-c2ccccc2CC3)cc1,-13
COC(=O)C(C)(C)CNC(=O)c1ccn[nH]1,-6
COc1cc(C)nc(-c2ccccc2OCc2nc(CC3CC3)no2)n1,-12
Cc1[nH]c(=O)c(C#N)c2c1CCCC2,0
CSc1ccc(C=CC(=O)Nc2ccc(N3CCN(C)CC3)cc2)cc1,-6
CC(=O)N1CCc2cc(-c3nc(COc4ccccc4)sc3C)ccc21,6
CCN(CC)CCOc1ccc(CNS(=O)(=O)c2ccccc2)cc1,-21
COc1ccc(CN(C)C(=O)c2ccc(SC)nc2)c(OC)c1,6
O=C(Cc1csc(-c2ccc(C(F)(F)F)cc2)n1)OC1CCOC1=O (configuration not stated),2
N#CC(=Cc1ccc(C#N)cc1)c1nc(-c2ccccc2)cs1,-3
CCC(CC)n1ncc(C)c1NC(=O)c1nc2nc(C)cc(C)n2n1,1
CN(CC(=O)Nc1ccc(F)cc1F)Cc1cccs1,16
Cc1cccc(Cn2c(=O)c3c(nc4n3CC(C(C)(C)C)=NN4)n(C)c2=O)c1,-1
Cc1ccc(C(c2c(N)n(CC(C)C)c(=O)[nH]c2=O)N2CCOCC2)s1 (configuration not stated),-1&13
CCCCNc1nnc(SCc2cc(=O)n3cc(Br)ccc3n2)s1,-3
CC1CN(C(=O)c2ccc(NC(=O)c3ccco3)cc2)CCO1 (configuration not stated),-5
COc1ccc(S(=O)(=O)Nc2ccccn2)cc1OC,3
CS(=O)(=O)Nc1nc2n(n1)C(c1ccc(F)cc1)CC(c1ccc(Cl)cc1)=N2 (configuration not stated),9
CCCCNC(=S)NN=Cc1ccc(C)s1,-24
O=c1c2ccccc2c(=O)c2c1c(Nc1ccccc1)cc1oc3ccccc3[nH]c12,-10
O=C(COc1ccccc1)NNC(=O)COc1cccc(F)c1,-3
COCCOc1ccc(NS(=O)(=O)c2ccccc2OC)c(C)c1,14
CC(C(=O)Nc1ccc(F)cc1F)N1CCN(S(=O)(=O)c2ccc3c(c2)CCC3)CC1 (configuration not stated),-6
C=CCn1c(SCC(=O)NCC2CCCO2)nnc1-c1cccc(C)c1 (configuration not stated),2
CNC(=O)c1cc(Nc2nnc(-c3ccc(C)cc3)c3ccccc23)ccc1OC,-2
CNC(=O)CNc1ncnc2cc(-c3ccc(OC)cc3)sc12,10
c1ccc(-c2cn3ccsc3n2)cc1,-10
CN(C)Cc1nnc(C(=O)N2C[C@H](O)[C@@H](N3CCCCC3)C2)o1,-21
O=c1oc2ccc3ccccc3c2cc1-c1nnc(Nc2cccc(C(F)(F)F)c2)s1,-11
C/C(=N/N=C1\NC(=O)C(CC(=O)Nc2ccc(Cl)cc2Cl)S1)c1ccc(F)cc1 (configuration not stated),-46
CCOc1ccc(-c2n[nH]c(=S)n2CC(=O)NC2CCCCCC2)cc1,7
CCC1COCCN1C(=O)C1CC12CCc1ccccc12 (configuration not stated),-5
CC1CN(C(C)(C)CNc2nc3ccccc3o2)CC(C)O1 (configuration not stated),-10
COC(=O)c1cc2n(n1)CCN(C(=O)[C@H]1Cc3ccccc3CN1)C2,-21
Oc1ccc(-n2nnnc2SCc2cc3c(cc2Br)OCO3)cc1,-14
COC(=O)Cn1c(=O)c2c(nc3n(-c4ccc(Cl)cc4)c(C)c(C)n23)n(C)c1=O,-4
N#Cc1cccc(COC(=O)CN2C(=O)CCOc3ccccc32)c1,-6
Cc1cc(C(=O)NCC2CCCN(Cc3cnc(-c4ccccc4)s3)C2)no1 (configuration not stated),2
CCSc1nc2c(c(=O)[nH]c(=O)n2C)n1CCCc1ccccc1,-5
CCOC(=O)O[C@]1(C(=O)COC(=O)CC)CC[C@H]2[C@@H]3CCC4=CC(=O)C=C[C@]4(C)[C@H]3[C@@H](O)C[C@@]21C,-6

# The listing continues:
SMILES,mcGAS RapidFire
O=S(=O)(N1CCCCCC1)N1CCN2CCCCC2C1 (configuration not stated),3
c1cc(CN2CCc3[nH]cnc3C2c2ccsc2)n(-c2nccs2)c1 (configuration not stated),-9
O=S(=O)(NCc1cnn2ccccc12)c1cc2ccccc2o1,-29
Cc1nc2sc3c(c2c(=O)[nH]1)CCC3,-1
Cc1cccc(C(=O)N2CCCC(N3CCN(c4cccc(Cl)c4)CC3)C2)c1 (configuration not stated),-1
COc1cccc(CN2CCCCC2CN2CCOCC2)c1F (configuration not stated),-31
CC1CN(Cc2nc3c(c(=O)n(C)c(=O)n3C)n2CC(N)=O)CC(C)O1 (configuration not stated),-2
OCCN1CCN(C2CCC(c3ccc(F)cc3)c3ccc(F)cc32)CC1 (configuration not stated),-3
CN(C1CCCCC1)S(=O)(=O)N1CCCC(C(=O)N2CCC(C(N)=O)CC2)C1 (configuration not stated),-7
O=C(CC(c1ccccc1)c1ccc(Cl)cc1)NCCc1cnccn1 (configuration not stated),-3
CC(C)Oc1ccc(C(=O)Nc2c3c(nn2-c2ccccc2)CS(=O)C3)cc1 (configuration not stated),-4
O=C1NC2(CCCC2)N=C1c1ccc(Cl)c(Cl)c1,-4
CC(C)c1noc(NC2CCCC2CNC(=O)OC(C)(C)C)n1 (configuration not stated),-5
COC(=O)C(Cc1ccccc1)NC(=O)CNC(=O)c1ccc(SC)cc1 (configuration not stated),1
COc1ccc(C(CC(=O)N2CCCCCC2)c2ccccc2)cc1 (configuration not stated),-5
OC(c1ccc(Cl)cc1)c1ncc(-c2cccc(C(F)(F)F)c2)[nH]1 (configuration not stated),-7
Cc1cccc(-c2c(N)n(C)c3ccccc3c2=O)c1,-4
CCOc1ccc(CN(CC)Cc2nc3cc(S(=O)(=O)N(C)C)ccc3n2CC)cc1OC,2
COc1ccccc1OCc1cc(C(=O)N(C)C2CCSCC2)n[nH]1,-17
Cc1ccc(Cl)cc1-n1c(C)c(C)n2c3c(=O)n(CCN4CCOCC4)c(=O)n(C)c3nc12,-7
O=S(=O)(Nc1cccc2cccnc12)c1ccc(F)cc1,-4
COc1ccc(Br)cc1CO,-20
COc1cccc(C(=O)N2CCCC(N3CCN(c4ccccc4C)CC3)C2)c1 (configuration not stated),-2
CC1CN(c2ccc(NC(=O)NCC(c3ccco3)N(C)C)cn2)CC(C)O1 (configuration not stated),4
O=C1C[C@H]2CC[C@@H](CN1)N2C(=O)Cn1nnc2ccccc2c1=O,-4
O=C(Nc1cc(C(F)(F)F)no1)c1ccc(Cl)cc1F,0
Cc1[nH]n(Cc2ccccc2)c(=O)c1C(=O)Nc1ccccn1,5
CC(C)c1noc(CCNC(=O)c2cn3c(n2)CNCC3)n1,-19
Cc1[nH]c2ccccc2c1C(=O)C(C)Oc1ccccc1C#N (configuration not stated),-14
CCOc1cc(C(=O)NCC(=O)Nc2ccc(F)c(F)c2F)ccc1OC,-1
O=C1CCC(C(=O)N2CC=C(c3ccccc3)CC2)CN1CCc1ccccn1 (configuration not stated),-5&-3
COCC1(C(=O)N2CCCC2c2c(C)noc2C)CCC1 (configuration not stated),-17&-4
Cc1cccc2nc(COc3ccc4ccccc4c3Br)cn12,5
CN(Cc1ccc(Cl)s1)Cc1cc2c(cc1O)CCC2,-5
O=C(Oc1ccc2c(C(F)(F)F)cc(=O)oc2c1)C1=CC=CN2CCS(=O)(=O)N=C12,-7
C1CCN(c2nc3nonc3nc2N2CCCC2)C1,-10
CCN(CC(=O)NC(C)C)C(=O)CN1CCCC(O)C1 (configuration not stated),-1
Fc1ccccc1C1CC(c2ccc(I)cc2)=Nc2nnnn21 (configuration not stated),-4
Cc1cc(C(=O)NCC2CCCN(Cc3nc4ccccc4s3)C2)no1 (configuration not stated),-4
CC12CCC(CC1=NN=Cc1ccc(Cl)c([N+](=O)[O-])c1)C2(C)C (configuration not stated),-1

# 23 neighbouring entries from above, quoted:
SMILES,mcGAS RapidFire
COc1ccc(C(CC(=O)N2CCCCCC2)c2ccccc2)cc1 (configuration not stated),-5
OC(c1ccc(Cl)cc1)c1ncc(-c2cccc(C(F)(F)F)c2)[nH]1 (configuration not stated),-7
Cc1cccc(-c2c(N)n(C)c3ccccc3c2=O)c1,-4
CCOc1ccc(CN(CC)Cc2nc3cc(S(=O)(=O)N(C)C)ccc3n2CC)cc1OC,2
COc1ccccc1OCc1cc(C(=O)N(C)C2CCSCC2)n[nH]1,-17
Cc1ccc(Cl)cc1-n1c(C)c(C)n2c3c(=O)n(CCN4CCOCC4)c(=O)n(C)c3nc12,-7
O=S(=O)(Nc1cccc2cccnc12)c1ccc(F)cc1,-4
COc1ccc(Br)cc1CO,-20
COc1cccc(C(=O)N2CCCC(N3CCN(c4ccccc4C)CC3)C2)c1 (configuration not stated),-2
CC1CN(c2ccc(NC(=O)NCC(c3ccco3)N(C)C)cn2)CC(C)O1 (configuration not stated),4
O=C1C[C@H]2CC[C@@H](CN1)N2C(=O)Cn1nnc2ccccc2c1=O,-4
O=C(Nc1cc(C(F)(F)F)no1)c1ccc(Cl)cc1F,0
Cc1[nH]n(Cc2ccccc2)c(=O)c1C(=O)Nc1ccccn1,5
CC(C)c1noc(CCNC(=O)c2cn3c(n2)CNCC3)n1,-19
Cc1[nH]c2ccccc2c1C(=O)C(C)Oc1ccccc1C#N (configuration not stated),-14
CCOc1cc(C(=O)NCC(=O)Nc2ccc(F)c(F)c2F)ccc1OC,-1
O=C1CCC(C(=O)N2CC=C(c3ccccc3)CC2)CN1CCc1ccccn1 (configuration not stated),-5&-3
COCC1(C(=O)N2CCCC2c2c(C)noc2C)CCC1 (configuration not stated),-17&-4
Cc1cccc2nc(COc3ccc4ccccc4c3Br)cn12,5
CN(Cc1ccc(Cl)s1)Cc1cc2c(cc1O)CCC2,-5
O=C(Oc1ccc2c(C(F)(F)F)cc(=O)oc2c1)C1=CC=CN2CCS(=O)(=O)N=C12,-7
C1CCN(c2nc3nonc3nc2N2CCCC2)C1,-10
CCN(CC(=O)NC(C)C)C(=O)CN1CCCC(O)C1 (configuration not stated),-1

# (continued)
SMILES,mcGAS RapidFire
CC1CCCC(c2ccccc2)N1S(=O)(=O)c1cnn(C)c1 (configuration not stated),6
O=C(Nc1nc(-c2ccc3c(c2)OCCO3)cs1)C1=COCCO1,-5
O=C(NCCSc1ccccc1)c1ccc2c(c1)OCO2,-3
O=c1cc(NC2CCN(C/C=C/c3ccccc3)CC2)c2ccccc2o1,-9
CC1(NC(=S)Nc2nccs2)CCS(=O)(=O)C1 (configuration not stated),-17
CC(C)c1cc(C(=O)N(CC2CCN(Cc3ccccc3F)CC2)CC2CCCO2)on1 (configuration not stated),-2
NCCc1cc(N2CCCC(c3ccccc3)CC2)ncn1 (configuration not stated),-16
NC(=O)C1CCN(C(=O)C2CCCc3sc(NC(=O)c4ccc(Cl)cc4)nc32)CC1 (configuration not stated),-7
CC(C)Oc1cc(-c2ccc3c(c2)OCO3)nc(N)n1,-21
O=C(NCC1CCCCN1C(=O)C1CC2CCC1O2)c1ccccc1 (configuration not stated),-7
C=CCNC(=O)Cn1c(CO)c[nH]c1=S,-7
CN(Cc1ccc(-n2cccn2)cc1)Cc1cnc(N2CCOCC2)s1,-27
CN(C)c1nc(N)nc(COc2ccccc2F)n1,10
O=C(NCCCn1nc(-c2ccco2)ccc1=O)c1ccc(-c2ccccc2)cc1,3
CCC(=O)c1ccc(OCC(O)Cn2c(C)nc3ccccc32)cc1 (configuration not stated),-11
COc1ccc(C2CC(=O)n3nc(C45CC6CC(CC(C6)C4)C5)nc3S2)cc1OC (configuration not stated),-5
CCN(CCCNC(=O)c1ccc(Cn2c(=O)[nH]c3ccccc3c2=O)cc1)c1ccccc1,1
Cc1nc(=S)c2c([nH]1)-c1ccccc1CC21CCCCC1,3
Fc1cc(Br)ccc1-n1ncnc1-c1ccc2c(c1)OCO2,-11
CCOc1cn(C)c(C(=O)Nc2ccc(Oc3ccccc3)cc2)cc1=O,-5
CC(C)(C)C(=O)Nc1cnn(Cc2ncc(-c3cccs3)o2)c1,-6
C/C=C(\C)CN(C)CCN(CC)CC,0
N#Cc1ccc(NC2=NCCC2)cc1,-9
Cc1cnc(N(C)CC2CC(=O)N(C(C)(C)C)C2)nc1N(C)C (configuration not stated),-18
COCCN1CCCC2(CCN(Cc3cccc(SC)c3)C2)C1=O (configuration not stated),-8
O=C(NNC(=O)c1ccc2c(c1)S(=O)(=O)c1ccccc1C2=O)c1ccc(F)cc1,1

# The list is partial, so the mix of outcomes need not match the whole.
